H9c2 TAG inh = triacylglycerol accumulation inhibition; H9c2 cells, Nile Red lipid (TAG) fluorescence; cells loaded with 200 µM oleic acid; inhibition, % at 12.5 µM; actives 0.66% (n = 230,000); AID 651582;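 active = pattern-corrected inhibition of lipid staining of at least 50% with the nuclear-stain viability signal not falling by more than 50%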;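 also: 0% = DMSO wells and 100% = triacsin C control wells; some results filed as inactive read as strong as hits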
H9c2 TAG inh DAPI viability = second read-out of H9c2 TAG inh, no call of its own (marks repeat the call); DAPI nuclei signal change (viability), lower = more cytotoxic, %;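 whole-well DAPI fluorescence read on a plate reader as a viability signal; minus 50 percent equals half of cells still viable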
An asterisk follows results filed as active; & = joins results of further samples. Only part of the results is shown; count on the stated rates, not on these rows.

SMILES	H9c2 TAG inh	H9c2 TAG inh DAPI viability
O=C1C2N=NN(CC(=O)N3N=C(c4cccc5ccccc45)CC3c3ccccc3)C2C(=O)N1c1ccccc1 (stereo not given)	26	10
COCCCNC(=O)COc1ccc(Cl)c(C)c1	-2	11
CN(c1ccc(-c2csc(NC(=O)C3CC(=O)N(Cc4ccco4)C3)n2)cc1)S(C)(=O)=O (stereo not given)	19	-3
O=C(N/N=C1\CCCc2c1[nH]c1ccc(Cl)cc21)c1ccncc1	9	-2
O=C(C1CC1)N1N=C(c2ccncc2)CC1(O)C(F)(F)F (stereo not given)	-1	8
Cc1cc(NC(=O)CSc2nnc(-c3ccccc3C)n2C)no1	4	-6
Nc1cccc2c1C(=O)N(C(=O)c1cccc(S(=O)(=O)N3CCCCCC3)c1)C2=O	-5	2
Cc1ccc(C)c(S(=O)(=O)N2CCCC2CNC(=O)C(=O)NCC2CCCO2)c1 (stereo not given)	9	4
CC(Oc1ccccc1F)C(=O)NNC(=O)CCS(=O)(=O)c1ccccc1Cl (stereo not given)	15	-1
N#Cc1nc(-c2ccccc2F)oc1NCCc1ccccn1	-12	9
CN=C(c1ccco1)n1c(=S)nc(-c2ccco2)n(C)c1=S	-13	16
CCS(=O)(=O)c1ccc2c(c1)NC(=O)C(CCCl)O2 (stereo not given)	0	-4
COc1ccc(CNC(=O)COC(=O)C(CCSC)N2C(=O)c3ccccc3C2=O)cc1 (stereo not given)	6	1
Cc1cc(O)c(C(C)C)cc1NS(=O)(=O)c1ccccc1	14	5
COc1ccc(C2CC(C)=C(C#N)S(=O)(=O)C2C#N)cc1 (stereo not given)	0	1
Cc1ccc(COc2ccc(/C=N/NC(=O)c3ccc(CN4CCOCC4)cc3)cc2)cc1	-5	10
CN=C1S/C(=C\c2ccc(N3CCCC3)c(F)c2)C(=O)N1C	-3	17
O=C(NCc1cccc(C(F)(F)F)c1)c1csc([C@@H]2C[C@H](O)[C@@H](CO)O2)n1	2	5
COc1ccccc1OCC(=O)Nc1ccc(NC(=O)COc2ccccc2OC)cc1	12	-2
CCN1CCN(S(=O)(=O)c2cc3c(cc2Cl)NC(=O)CO3)CC1	-5	9
Cc1ccc(NC(=O)c2noc3c2CC(C(C)(C)C)CC3)cc1 (stereo not given)	23	31
O=C1C=C(Nc2ccc(F)cc2)c2ccccc2C1=O	-13	0
Cc1ccc(-c2nc(CS(=O)CC(=O)NCCN3CCCC3)c(C)o2)cc1 (stereo not given)	0	9
NS(=O)(=O)c1ccc(NC(=O)CN2CCCc3ccccc32)cc1	-2	-7
c1ccc(-c2nn3c(C4CCCCC4)nnc3s2)cc1	13	9
O=C(NCc1ccccc1)c1ccc(CS(=O)(=O)c2ccccc2)o1	-19	-5
CC(C)(C)Cc1c(-c2ccc(C#N)cc2)nc2ccc(Cl)cn12	-18	-22
O=c1c2ccccc2nnn1Cc1ccc(F)cc1	7	1
CCc1ccc(-c2nnn(CCC(=O)OC)n2)cc1	0	3
NS(=O)(=O)c1ccc(N/N=C/c2ccc(O)cc2O)c([N+](=O)[O-])c1	-2	9
CCN(CC(=O)N1CCC(C)CC1)S(=O)(=O)c1ccc(C)cc1	-8	0
O=C(CC1SCCNC1=O)NCc1ccccc1 (stereo not given)	-2	-1
O=C(COc1ccc([N+](=O)[O-])cc1)Nc1cccnc1	2	-9
O=C(Nc1n[nH]c(=S)s1)c1ccco1	6	-1
Cc1[nH]n(-c2ccc(Cl)cc2)c(=O)c1/C=N/n1c(C)nc2ccccc2c1=O	3	-5
Cc1cccc(C)c1NC(=O)c1c(O)c2ccccc2[nH]c1=O	-14	2
COc1cccc(CNC(=O)C2CCC(CNc3c(N4CCC(C)CC4)c(=O)c3=O)CC2)c1 (stereo not given)	3	3
COc1ccccc1CNC(=O)c1ccc(OCc2c(C)noc2C)c(OC)c1	5	4
Cc1ccc(Nc2nc(OC(C(F)(F)F)C(F)(F)F)nc(N3CCOCC3)n2)cc1	100*	-44*
N#CCC(=O)Nc1sc2c(c1C(N)=O)CCCC2	1	2
O=C(COC(=O)c1ccc(O)cc1)Nc1ccc2[nH]c(=O)[nH]c2c1	1	6
Cc1ccc(S(=O)(=O)N2CCOCC2)cc1NC(=O)COC(=O)COc1ccccc1[N+](=O)[O-]	7	3
CC1(C(=O)NS(=O)(=O)c2ccc(C#N)cc2)CCN1C(=O)C1(c2ccc(Cl)cc2)CCC1 (stereo not given)	15	-4
Cc1nn(-c2ccccc2)nc1CNC(=O)c1ncoc1-c1ccccc1	-9	6
Cc1onc(-c2c(Cl)cccc2Cl)c1C(=O)O/N=C(\C#N)c1ccccc1	8	-4
O=C(CSC1=NS(=O)(=O)c2ccccc2N1)NCc1ccc(F)cc1	16	-1
NS(=O)(=O)OCc1ccc(C(F)(F)F)cc1	-20	7
COc1ccc(NC(=O)c2cc(OC)c(OC)cc2OC)c(S(=O)(=O)N2CCOCC2)c1	2	5
O=C(NNC(=O)c1ccccc1F)c1cccc(S(=O)(=O)N2CCc3ccccc32)c1	-14	4
Cc1cc(N)n(-c2ccc(S(=O)(=O)N3CCOCC3)cc2[N+](=O)[O-])n1	-11	6
C[C@H]1CN([C@@H](C)CO)C(=O)CCCn2cc(nn2)CO[C@@H]1CN(C)S(=O)(=O)c1cccc(C#N)c1	-3	-7
CCN(C(=O)CSc1nnc(-c2ccc(OC(F)F)cc2)n1N)C1CCS(=O)(=O)C1 (stereo not given)	-12	8
CC(Oc1ccc(Cl)cc1Cl)C(=O)NC1=NN(c2ccccc2)C(=O)C1 (stereo not given)	2	6
CC(C)COP(=O)(OCC(C)C)C(O)c1ccc2c(c1)OCO2 (stereo not given)	-15	5
COc1cc2c(cc1O)C(CSC)Cc1cc3c(cc1N(C)CC2)OCO3 (stereo not given)	20	-2
O=C(Nc1cc(-c2nc3ncccc3o2)ccc1Cl)c1ccc2c(c1)OCO2	11	-2
O=C(O)c1ccc(CNS(=O)(=O)c2ccc(Oc3ccccc3Cl)cc2)cc1	5	3
Cc1noc(C)c1S(=O)(=O)N(C)C[C@H]1Oc2ccc(NS(=O)(=O)c3ccccc3)cc2C(=O)N([C@H](C)CO)C[C@@H]1C	3	-5
COC(=O)CC1C(=O)NCCN1C(=S)Nc1ccccc1Cl (stereo not given)	4	-5
O=C(CCc1nnc(C2CCCCC2)o1)N1CCN(Cc2ccccc2)CC1	4	-6

(further entries)
SMILES	H9c2 TAG inh	H9c2 TAG inh DAPI viability
COc1c(F)c(F)c(C(=O)Nc2ccc3oc(-c4ccncc4)nc3c2)c(F)c1F	-1	13
CCn1c(SCC(=O)NCc2ccco2)nc2c(c1=O)SC(C)C2 (stereo not given)	11	-4
CCOC(=O)c1sc2nccc(N(C)C)c2c1N=CNOCc1c(F)cccc1Cl	5	3
CCN(CC)CC(=O)Nc1nn(-c2ccccc2)nc1C(N)=O	4	18
CCCCNC(=O)c1onc(CCl)c1C(=O)OC	0	2
CCCN(CC(=O)Nc1ccc(C(N)=O)cc1)CC(=O)Nc1cc(Cl)ccc1Cl	14	6
O=C(c1ccco1)N1CCN(C(c2ccccc2Cl)c2nnnn2Cc2cccs2)CC1 (stereo not given)	0	-1
CN(Cc1ccccc1)c1ccc(C(CC(N)=O)NC(=O)Cc2cccc3ccccc23)cc1[N+](=O)[O-] (stereo not given)	-16	4
Cc1nn(-c2ccccc2)c2sc(C(=O)OCC(=O)N3CCCCC3)cc12	11	13
COc1ccc(Cl)cc1NC(=O)CN(C)C(=O)CCC(=O)c1cc(C)sc1C	22	-1
N#CC(=C(c1ccccc1)c1ccccc1)c1ccccc1	6	2
Cn1c(CNC(=O)c2ccco2)nnc1SCC(=O)c1ccccc1	0	2

Molecules shown so far that contain a nitro group on carbon, in the order listed:
SMILES	H9c2 TAG inh	H9c2 TAG inh DAPI viability
NS(=O)(=O)c1ccc(N/N=C/c2ccc(O)cc2O)c([N+](=O)[O-])c1	-2	9
O=C(COc1ccc([N+](=O)[O-])cc1)Nc1cccnc1	2	-9
Cc1ccc(S(=O)(=O)N2CCOCC2)cc1NC(=O)COC(=O)COc1ccccc1[N+](=O)[O-]	7	3
Cc1cc(N)n(-c2ccc(S(=O)(=O)N3CCOCC3)cc2[N+](=O)[O-])n1	-11	6
CN(Cc1ccccc1)c1ccc(C(CC(N)=O)NC(=O)Cc2cccc3ccccc23)cc1[N+](=O)[O-] (stereo not given)	-16	4

Carrying on.
SMILES	H9c2 TAG inh	H9c2 TAG inh DAPI viability
CCCN1C(=O)/C(=C2/C=Cc3ccccc3N2CC)SC1=S	40	-2
COc1ccc(C(=O)NCC(c2cccnc2)N2CCN(c3ccccc3OC)CC2)cc1OC (stereo not given)	-13	7
Cc1ccc(S(=O)(=O)N(C)C[C@@H]2OCc3cn(nn3)CCCC(=O)N([C@@H](C)CO)C[C@H]2C)cc1	7	-1
Nc1ccc(C(=O)OCC(=O)NC(=O)c2ccccc2)cc1[N+](=O)[O-]	10	-6
CCCCn1c(N)c(N(CC(C)C)C(=O)CSc2nnc(-c3ccc(Cl)cc3)o2)c(=O)[nH]c1=O	-5	0
CCCC(=O)C1=C(O)C(C(=O)OC)C(C)(C)CC1=NC(C)C (stereo not given)	-4	9
C=CCN(CC=C)C(=O)c1ccc(OC2CCN(Cc3ccccn3)CC2)cc1	8	-8
O=C(CSc1ccccn1)Nc1cccc2ccccc12	-13	-8
O=C(Nc1nncs1)c1cc(-c2ccco2)nc2ccccc12	6	-1
Cc1noc(C)c1CSCC(=O)Nc1cc(Cl)ccc1N1CCOCC1	-15	1
CCCc1nc(-c2ccccc2O)n(-c2ccccc2)n1	6	-12
COc1cccc(NC(=O)Nc2nc(SC)ns2)c1	1	-13
S=C(NCc1ccco1)N/N=C/c1ccncc1	-10	9
O=C(Nc1ccccc1)Nc1cccc2ccccc12	1	-5
Cc1ccccc1Nc1n[nH]c(=S)s1	2	-3
CC(=O)NCCOc1ccc(C(=O)O)cc1	-8	5
CCOC(=O)C1CCN(C(=O)C2CCCN(S(=O)(=O)c3ccc(OC)c(Cl)c3)C2)CC1 (stereo not given)	-21	11
CCOc1nc2ccccc2cc1C=O	10	-6
COc1ccc(N2CCN(S(=O)(=O)CCNS(=O)(=O)c3ccccc3)CC2)cc1	-7	9
COc1ccc(CCNC(=O)Nc2nc(C(N)CCc3ccccc3)cs2)cc1OC (stereo not given)	32	-22
CCCCCC(=O)NNC1=NCC(Cc2ccccc2)S1 (stereo not given)	-13	14
CSc1nc(N)nc(SCC(=O)C(C)(C)C)c1C#N	-16	7
CCCCc1nc(Cl)c(CO)n1Cc1ccc(-c2ccccc2-c2nnn[nH]2)cc1	-1	-4
Cc1ccc(N(C(=O)Nc2ccccc2)C2=NCCC2)cc1	1	2

Fetched by structure from the list above (five):
SMILES	H9c2 TAG inh	H9c2 TAG inh DAPI viability
O=C(Nc1ccccc1)Nc1cccc2ccccc12	1	-5
Cc1ccccc1Nc1n[nH]c(=S)s1	2	-3
CC(=O)NCCOc1ccc(C(=O)O)cc1	-8	5
Cc1ccc(N(C(=O)Nc2ccccc2)C2=NCCC2)cc1	1	2
CCCCc1nc(Cl)c(CO)n1Cc1ccc(-c2ccccc2-c2nnn[nH]2)cc1	-1	-4

Next section.
SMILES	H9c2 TAG inh	H9c2 TAG inh DAPI viability
O=C(O)CSCc1nc2ccccc2[nH]1	-8	11
COc1ccccc1C(=O)Nc1cc(C)ccc1NC(=O)c1ccco1	17	0
CCn1c(SCC(=O)O)nnc1-c1cccnc1	7	-2
CC(CN1CCOCC1)OC(=O)C(c1ccccc1)c1ccccc1 (stereo not given)	0	-8
O=C(CSc1nncs1)Nc1nnc(-c2ccccc2)o1	-3	4
COc1ccc(C2C(C(=O)NCc3cccnc3)c3ccccc3C(=O)N2C)cc1OC (stereo not given)	9	-3
O=[N+]([O-])c1ccccc1/C=C/C=N/n1c(-c2cc(-c3ccccc3)n[nH]2)n[nH]c1=S	19	-7
COc1ccc(-n2cnc3ccccc3c2=O)c([N+](=O)[O-])c1	-1	-9
CC1(c2ccccc2)NC(=O)N(CC(=O)Nc2nc(-c3ccccn3)cs2)C1=O (stereo not given)	4	-8
COc1ccccc1CCNC(=O)C(=O)NCC1OCCN1S(=O)(=O)c1ccc(Br)cc1 (stereo not given)	-3	13
O=C(c1ccco1)N1CCN(C(c2ccccc2)c2nnnn2Cc2cccs2)CC1 (stereo not given)	4	-10
O=C(CCl)N(Cc1ccccc1)c1ccccc1	34	-18
CCN(CC)S(=O)(=O)c1ccc(C(=O)Nc2cc(C)cc(C)c2)cc1	27	-4
O=C(Nc1nc(-c2ccccc2)cs1)c1ccc(=O)[nH]c1	5	-4
OCCOCCN1CCN(C2=Nc3ccccc3Sc3ccccc32)CC1	-30&-20	12&0
OCC[C@@H]1C[C@H](O)[C@@H](O)[C@@]2(OCCc3ccccc32)O1	-4	4
O=C(COC(=O)c1cccc2c1C(=O)c1ccccc1C2=O)NC1CCCCC1	12	-4
COc1ccc2c(c1)SC(C)CC2=O (stereo not given)	5	0
COc1cccc(NC(=O)CN(C)C(=O)c2ccccc2OCC(=O)Nc2cccc(C(F)(F)F)c2)c1	4	5
COC(=O)CCC(NS(=O)(=O)OCC(Cl)(Cl)Cl)c1ccccc1 (stereo not given)	2	-4
CCn1c(=O)c(=O)n(CC)c2cc(S(=O)(=O)Nc3ccc(C)cc3)ccc21	1	-5
CCOc1cc(C(=S)N2CCCCC2)ccc1OS(=O)(=O)c1ccc(Br)cc1	-16	0
O=S(=O)(c1ccccc1)N1CCC(N2CCCCCC2)CC1	3	13
CC(=NNC(=O)c1ccc(NS(=O)(=O)c2cccs2)cc1)c1ccc(OCC(N)=O)cc1	-3	0
NC(=S)N/N=C/c1cccc(Br)c1	-12	1

Screens: PubChem BioAssay, Sanford-Burnham Center for Chemical Genomics
